RGS4 pot: RGS4 potentiation or activation; 0.92% of 310,000 active; AID 463111; HEK293 M3R/inducible RGS4, carbachol calcium flux Fluo4; stronger effect = lower value; B-score at 10 µM;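 active means B-score of the integrated calcium signal more than 4 SD below the library mean, with starting fluorescence not abnormally high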;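 further: negative B-score means reduced calcium response which marks RGS4 activation or potentiation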
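System: HEK293 FlpIn-TREx cells, stable M3R, doxycycline-inducible RGS4. Timing: overnight RGS4 induction, 30 min dye load 37 °C, 20 min compound RT. Also added: carbachol, ECmax concentration. Measured by: Fluo4 fluorescence kinetic imaging of calcium. Evaluation: integrated calcium ratio converted to B score.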
TRPC6 activator: activates the mouse TRPC6 cation channel; HEK293-TRPC6 membrane potential dye fluorescence; stronger effect = higher value; B-score at 10 µM; 0.13% of 310,000 active; AID 2550;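 active means B-score of the integrated fluorescence ratio above library mean plus 3 SD, and starting fluorescence ratio within library mean plus 5 SD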;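 further: higher score means more depolarization so channel activation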
TRPC4 block: inhibitors of mouse TRPC4 channel; B-score at 10 µM; 0.39% of 300,000 active; HEK293 TRPC4beta/mu-opioid, DAMGO-evoked Fluo4 calcium flux; stronger effect = lower value;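 active means B-score over 3 SD under the library average, no early fluorescence shift, positive overall ratio signal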
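Material: HEK293 cells with stable TRPC4beta plus mu-opioid receptor expression; probe or stimulus: DAMGO in two steps, submaximal then maximal; technique: Fluo4 calcium fluorescence by kinetic imaging, 5 s 1 Hz baseline; measure: integrated fluorescence ratio relative to baseline, converted to per-well B score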
HIF act: HIF pathway transcriptional activation. U2OS HRE-luciferase reporter, luminescence; normalized: DMSO 0%, desferrioxamine 100%. activation, % at 7.5 µM (by protocol). 0.32% of 300,000 active. AID 1910;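 active means mean activation of at least 10% of the iron chelator positive control signal, with at least half of replicates also reaching 10%; inconclusive means mean and replicate majority disagree about reaching 10%; inactive means mean and most replicates under 10%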
MrgX1 antag: human MrgX1 receptor antagonism, primary screen. Q96LB2. MRGX1-HEK293 calcium flux, Fluo-4, BAM8-22 antagonism; stronger effect = lower value. B-score at 10 µM. 1.3% of 310,000 active. AID 588676;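 active means calcium-response B-score plate-corrected more than 3 library SD below zero, starting fluorescence within 5 deviations, no agonist response on first addition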;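 further: peak minus trough fluorescence over baseline after final BAM8-22 challenge near maximal dose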
Target sequence (Q96LB2 whole entry, looked up): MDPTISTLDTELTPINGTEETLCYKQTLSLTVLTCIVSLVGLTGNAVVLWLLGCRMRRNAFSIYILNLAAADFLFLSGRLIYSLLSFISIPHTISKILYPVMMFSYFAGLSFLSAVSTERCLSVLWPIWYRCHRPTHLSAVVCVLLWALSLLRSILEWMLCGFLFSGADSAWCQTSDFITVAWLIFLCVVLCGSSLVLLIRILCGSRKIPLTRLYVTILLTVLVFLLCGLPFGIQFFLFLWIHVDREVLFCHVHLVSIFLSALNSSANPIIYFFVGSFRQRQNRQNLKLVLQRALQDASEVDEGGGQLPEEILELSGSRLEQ
TRPC6 inhibitor: mouse TRPC6 channel inhibition; Q61143; HEK293-TRPC6, membrane potential dye, ACh-evoked depolarization; stronger effect = lower value; B-score at 10 µM; 1.1% of 310,000 active; AID 2553;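 active means B-score under library mean minus 3 SD, initial fluorescence not abnormally high, positive integrated signal ratio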;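 further: B-score derived from integrated fluorescence ratio over the kinetic read; more negative B-score means stronger inhibition of depolarization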
Platelet DG rel: platelet dense granule release activity; 0.22% of 300,000 active; inhibition, %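 (compounds screened at 7.5 µM in platelet-rich plasma)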; human platelet-rich plasma, SFLLRN dense granule ATP release, luminescence; AID 1663;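 active means mean replicate score, as percent of positive control, at or above 50; inconclusive means mean below 50 but at least one replicate at or above 50; inactive means mean and every replicate below 50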
MrgX1 PAM: human MrgX1 positive allosteric modulation, primary screen. MrgX1-HEK293, Fluo-4 calcium flux, FDSS; stronger effect = higher value. B-score at 10 µM. 0.63% of 310,000 active;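 active means plate-corrected calcium response at least 3 library SD above typical, normal starting fluorescence, not activating the receptor alone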;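 further: compound read alongside a low EC10 to EC30 dose of BAM8-22 agonist; peak minus trough fluorescence over baseline measured at the second addition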
RGS4 block: human RGS4 inhibition. HEK293 M3R/RGS4 inducible, Fluo-4 calcium flux; stronger effect = higher value; triggered by carbachol at its EC20. B-score at 10 µM. 0.45% of 310,000 active. AID 463165;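 active means B-score, a plate-corrected calcium signal, over three deviations above library mean, with baseline fluorescence within five deviations of library mean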;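 further: RGS4 expression induced by doxycycline in cells with stable M3 receptor; B-score is computed from the integrated fluorescence ratio over baseline after carbachol; higher B-score means a larger calcium signal and so more RGS4 inhibition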
Target sequence (P49798 whole entry, looked up): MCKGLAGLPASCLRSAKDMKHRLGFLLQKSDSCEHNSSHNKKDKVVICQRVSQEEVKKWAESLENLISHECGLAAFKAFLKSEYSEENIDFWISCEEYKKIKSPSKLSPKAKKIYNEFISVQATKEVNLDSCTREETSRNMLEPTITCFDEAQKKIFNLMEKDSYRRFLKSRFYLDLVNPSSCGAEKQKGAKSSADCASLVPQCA
MrgX1 ag: human MrgX1 receptor agonism, primary screen. B-score at 10 µM. AID 588627. 0.44% of 310,000 active. Q96LB2. MrgX1-HEK293 cells, Fluo-4 calcium fluorescence, agonist mode; stronger effect = higher value;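 active means calcium response B-score plate-corrected fluorescence ratio at least 3 library SD, with starting fluorescence B-score inside 5 SD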
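System – MrgX1-expressing HEK293 cells · Incubation – cells plated overnight, dye loaded 0.5 h 37 °C, 0.5 h room temperature · Technique – kinetic Fluo-4 NW fluorescence of intracellular calcium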
SKKanGAS inh: SKKanGAS growth inhibition; S. pyogenes SKKanGAS, kanamycin growth, BacTiter-Glo, 6 h; inhibition, % at 7.5 µM; 1.3% of 300,000 active; AID 1662;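 active means mean replicate score, as percent of positive control median, at least 50; inconclusive means mean below 50 but one replicate at or above 50; inactive means mean and every replicate below 50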;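 further: strain carries kanamycin resistance gene driven by streptokinase promoter and grows in 40 µg/ml kanamycin; loss of luminescence reflects streptokinase promoter inhibition or plain growth inhibition; 0% = median of DMSO wells and 100% = positive control at its reference dose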
The depositor's hits bear a star; i = inactive; ? = inconclusive; . = no result given. This is a random part of the collection, and some 6.1% of all compounds hit somewhere here.

SMILES	RGS4 pot	TRPC6 activator	TRPC4 block	HIF act	MrgX1 antag	TRPC6 inhibitor	Platelet DG rel	MrgX1 PAM	RGS4 block	MrgX1 ag	SKKanGAS inh
CN(CCc1ccccc1)C1CCCN(S(=O)(=O)c2cccc(F)c2)C1 (centres undefined)	i	i	i	-0.2	i	i	2	i	i	i	-10
CCOCCCNc1c2c(nc3cc(-c4ccc(F)cc4)nn13)CCC2	i	i	i	0.8	i	i	0	i	i	i	-3
CCOC(=O)Cc1c[nH]c2ccccc12	i	i	i	-0.1	i	i	-3	i	i	i	1
Cc1ccccc1CS(=O)(=O)CCC(=O)O	i	i	i	-0.4	i	i	0	i	i	i	-13
O=C(CCCOc1ccc(Cl)cc1Cl)N1CCCc2ccccc21	i	i	i	3.2	i	i	-15	i	i	i	21
O=C1c2ccccc2C(=O)c2[nH]cnc21	i	i	i	-1.8	i	i	0	i	i	i	12
CCC(C(=O)NCc1ccc(F)cc1)n1nc(C)n2c(cc3occc32)c1=O (centres undefined)	i	i	i	-0.1	i	i	-3	i	i	i	3
Cc1cccc(C(C)(C)C)c1OCCN1CCCC1	i	i	i	1.0	i	i	0	i	i	i	5
Cc1ccc(-n2nnnc2-c2cnc3ccc(Cl)cc3c2-c2ccccc2)cc1	i	i	i	0.1	i	i	-7	i	i	i	33
c1ccc(C2=Nn3c(nnc3-c3cccs3)SC2)cc1	i	i	i	-0.2	i	i	-1	i	i	i	-1
CC(C)(C)c1ccc(OCC(=O)NNC(=O)c2cccnc2)cc1	i	i	i	0.1	i	i	-2	i	i	i	5
CC(=O)c1cc(C#N)c(N2CCOCC2)nc1C	i	i	i	-0.3	-4.6*	i	-2	i	i	i	21
CCNc1nc2c(c(=O)[nH]c(=O)n2C)n1CCCc1ccccc1	i	i	i	-0.2	i	i	-4	i	i	i	-3
CN1C(=O)c2ccc(NC(=O)C3CC3)cc2C1=O	i	i	i	-0.4	i	i	-3	i	i	i	-2
COc1ccc(C(=O)Nc2nnc(-c3ccccc3)s2)cc1	i	i	i	-0.1	i	i	4	i	i	i	-3
COC(=O)c1nnn(CC(=O)NC(=O)Nc2ccccc2)c1C(=O)OC	i	i	i	0.0	i	i	4	i	i	i	3
CCc1cc(=O)oc2cc(OCc3nn[nH]n3)ccc12	i	i	i	-0.2	i	i	7	i	i	i	-19
O=C(CCCn1c(=O)c2sccc2n(CC(=O)OCc2ccccc2)c1=O)NCc1ccco1	i	i	i	0.0	i	i	6	i	i	i	2
CC(=O)Oc1ccc(/C=N/NS(=O)(=O)c2ccccc2)cc1	i	i	i	0.1	i	i	15	i	i	i	?
CCCCN(CCCC)S(=O)(=O)c1ccc2oc(C(=O)N3CCOCC3)c(C)c2c1	i	i	i	-0.4	i	i	6	i	i	i	3

Exported in markdown: entries from further up.
| mol | RGS4 pot | TRPC6 activator | TRPC4 block | HIF act | MrgX1 antag | TRPC6 inhibitor | Platelet DG rel | MrgX1 PAM | RGS4 block | MrgX1 ag | SKKanGAS inh |
| --- | --- | --- | --- | --- | --- | --- | --- | --- | --- | --- | --- |
| CCc1cc(=O)oc2cc(OCc3nn[nH]n3)ccc12 | i | i | i | -0.2 | i | i | 7 | i | i | i | -19 |
| O=C(CCCn1c(=O)c2sccc2n(CC(=O)OCc2ccccc2)c1=O)NCc1ccco1 | i | i | i | 0.0 | i | i | 6 | i | i | i | 2 |
| CC(=O)Oc1ccc(/C=N/NS(=O)(=O)c2ccccc2)cc1 | i | i | i | 0.1 | i | i | 15 | i | i | i | ? |

Further records follow:
SMILES	RGS4 pot	TRPC6 activator	TRPC4 block	HIF act	MrgX1 antag	TRPC6 inhibitor	Platelet DG rel	MrgX1 PAM	RGS4 block	MrgX1 ag	SKKanGAS inh
CC1(C)OC(C)(C)/C(=C/Nc2ccc(O)cc2)C1=O	i	i	i	0.0	i	i	5	i	i	i	3
O=C(NNC(=O)c1cc2c(s1)CCCC2)c1ccccc1	i	i	i	1.4	i	i	15	6.5*	i	i	-4
COc1cccc(NC(=O)[C@@H]2CCCN2C(=O)[C@@H]2Cc3ccccc3CN2C(=O)OC(C)(C)C)c1	i	i	i	0.6	i	i	-1	i	i	i	0
CCN1C(=O)c2ccc(C(=O)NCc3ccccc3)cc2C1=O	i	i	i	-0.4	i	i	.	i	i	i	2
CC(C)c1ncc(C(O)c2ccccc2)n1C (centres undefined)	i	i	i	0.1	i	i	6	i	i	i	-2
CCOc1ccc(C(=O)N2CCCN(C(=O)c3ccc(OCC)cc3)CC2)cc1	i	i	i	-35	i	i	1	i	i	i	-2
CN1CCN(C(=O)CCn2nc(-c3ccccc3)c3ccccc3c2=O)CC1	i	i	i	-0.2	i	i	0	i	i	i	-4
Cc1ccc(C#N)c(SCC(=O)Nc2nccs2)n1	i	i	i	-0.4	i	i	-2	i	i	i	-8
Oc1c(C(c2ccco2)N2CCC3(CC2)OCCO3)sc2ncnn12 (centres undefined)	i	i	i	-0.5	i	i	-9	i	i	i	5
Cc1ccc(NC(=O)CCCN2C(=O)c3cccc4cccc(c34)C2=O)cc1	i	i	i	0.2	i	i	13	i	i	i	-7
C[C@H](NC(N)=O)C(=O)N1CCN(S(=O)(=O)c2ccc3ccccc3c2)CC1	i	i	i	-0.2	i	i	3	i	i	i	-1
O=C1Nc2cc(Cl)ccc2C1(N1CCNCC1)C(F)(F)F (centres undefined)	i	i	i	0.2	i	i	5	i	i	i	-1
O=c1[nH]cc([N+](=O)[O-])cc1Br	i	i	i	-0.1	i	i	0	i	i	i	-2
Cc1noc(C)c1C(=O)NCCc1c(C)[nH]c2ccccc12	i	i	i	-0.3	i	i	8	i	i	i	8
Nc1nnc(C(F)(F)F)s1	i	i	i	0.8	i	i	-4	i	i	i	7
O=C(CNS(=O)(=O)c1ccccc1)OCC(=O)c1ccccc1Cl	i	i	i	0.4	i	i	17	i	i	i	-3
Cn1c(=O)c(C(=O)CSc2ccccc2)c(N)n(Cc2ccccc2)c1=O	i	i	i	-1.6	i	i	0	i	i	i	16
O=C(COC(=O)/C=C/c1cn(-c2ccccc2)nc1-c1ccc2c(c1)OCCO2)NC1CCS(=O)(=O)C1 (centres undefined)	-8.5*	i	i	-0.3	i	i	52*	i	i	i	9
Cc1nn(-c2ccc(F)cc2)c2c1cc(C#N)c1nc3ccccc3n12	i	i	i	0.0	i	i	-9	i	i	i	-9
COc1ccc(-c2csc(=Nc3ccccc3)n2CCO)cc1	i	i	i	2.5	i	i	1	15*	i	i	-3
Cc1cccc(-c2cc3nc(-c4ccccc4)cc(N4CCC5(CC4)OCCO5)n3n2)c1	i	i	i	0.1	i	i	0	i	i	i	20
Cc1ccc(NC(=O)Cn2nnc(-c3ccccc3NC(=O)c3cccs3)n2)cc1	i	i	i	0.1	i	i	3	i	i	i	31
CCC1CCCCN1C(=O)CN1C(=O)CSC1=O (centres undefined)	i	i	i	-38	i	i	-5	i	i	i	17
CC(C)C(=O)Nc1ccc(Sc2ccc(F)cc2)cc1	i	i	i	-0.9	i	i	-3	i	i	i	21
Cc1cc(C)cc(S(=O)(=O)c2cnc3ccccc3n2)c1	i	i	i	-0.9	i	i	-2	i	i	i	4
CS(=O)(=O)c1ccc(-c2nnn(CC(=O)N3CCCCC3)n2)cc1	i	i	i	-1.8	i	i	12	i	i	i	-12
Cc1ccc(/C=C(\NC(=O)c2ccccc2)C(=O)NC2CCN(Cc3ccccc3)CC2)o1	i	i	i	0.0	i	i	2	i	i	i	0
CC(=O)N1C(C(=O)O)CSC1c1ccc(C)cc1 (centres undefined)	i	i	i	0.0	i	i	1	i	i	i	-8
COc1cccc(N(C(=O)Cn2nnc(-c3ccc(Cl)cc3)n2)C(C(=O)NCC2CCCO2)c2ccc(C)cc2)c1 (centres undefined)	i	i	.	-1.0	i	i	1	i	i	i	-1
O=C(Nc1ccccc1)NC1(C(=O)N2CCN(c3ncccn3)CC2)CCCCC1	i	i	i	-0.3	i	i	3	i	i	i	2
O=C(O)COc1ccc(/C=C/C(=O)c2ccc3ccccc3c2)cc1	i	i	i	0.2	i	i	-10	i	4.8*	i	1
CCN(CC)CCN(C(=O)c1c(F)cccc1F)c1nc2cc(C)cc(C)c2s1	i	i	i	-0.1	i	i	3	i	i	i	2
CCCNC(=O)Cn1cnc2sc(C(=O)NCCCN3CCOCC3)c(C)c2c1=O	i	i	i	0.5	i	i	18	i	i	i	15
CC(C)c1cc(NCc2ccccn2)n2c(nc3ccccc32)c1C#N	i	i	i	0.3	i	i	0	i	i	i	12
COCCNC(=O)CN1CCN(Cc2cccc(Cl)c2)C1=O	i	i	i	0.0	i	i	-11	i	i	i	-2
CCOC(=O)c1ccc(NC(=O)C(=O)NCC2CCCO2)cc1 (centres undefined)	i	i	i	1.7	i	i	18	i	i	i	-1
Cc1nc(-c2nnc(SCC(=O)Nc3cc(C(F)(F)F)cc(C(F)(F)F)c3)n2C)cs1	i	i	i	0.1	i	i	-1	i	i	i	0
Cc1c(/C=C/C(=O)c2cccs2)cnn1C	i	i	i	4.1	i	i	6	i	i	i	0
N#Cc1nc(-c2ccccc2F)oc1N1CCN(C(=O)c2ccco2)CC1	i	i	i	-0.8	i	i	-8	i	i	i	21
COc1ccc(-n2c(SC(CN3CCCCC3)CN3CCCC3=O)nc3ccccc3c2=O)cc1 (centres undefined)	i	i	i	0.0	i	i	6	i	i	i	3
COc1ccc(NC(=O)CN2CCN(C3c4ccccc4-c4ccccc43)CC2)c(OC)c1	i	i	i	-0.6	i	i	23	i	i	i	14
CSc1cccc(CN2CCCC(CNC(=O)c3ccc(F)cc3)C2)c1 (centres undefined)	i	i	i	-0.2	i	i	4	i	i	i	-2
O=C(c1nn(-c2ccccc2)c(=O)c2ccccc12)N1CCN(c2ncccn2)CC1	i	i	i	-0.1	i	i	12	i	i	i	-1
Cc1cc(OC(C)C(=O)NC(Cc2c[nH]c3ccc(O)cc23)C(=O)O)c2c(C)cc(=O)oc2c1 (centres undefined)	i	i	i	0.1	i	i	-2	i	i	i	-3
